pCIP destab = p/CIP-EGFP fusion destabilizers, primary screen, fluorescence, F442A cells. Q05BA5. 16 h. decrease of EGFP signal, % at 10 µM. 290,000 compounds, 0.01% hits. AID 1984, 2009;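 active = EGFP signal decrease of at least 30% at 10 µM or well 3 SD below plate mean, unless failing retest; inactive = the rest, including hits failing retest or dose response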; also: some compounds called inactive have numbers as strong as hits; many of its hits are not listed in these tables
IMP-1 inhibitor = IMP-1 metallo-beta-lactamase inhibitors, primary screen, biochemical, epi-absorbance readout, Pseudomonas aeruginosa enzyme; metallo-beta-lactamase IMP-1 (Pseudomonas aeruginosa); purified IMP-1, nitrocefin hydrolysis, epi-absorbance fluorescence; inhibition, % at 5.6 µM; 290,000 compounds, 0.45% hits;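 active = inhibition above the mean plus 3 SD of all compounds in the same screening run, cut at about 4.5% in these data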;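 also: 0% = IMP-1 with DMSO and 100% = DMSO wells lacking enzyme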
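Test system: recombinant IMP-1 enzyme, purified / Medium: HEPES buffer pH 7.1 with ZnSO4 and Brij 35 / Doses: single dose, 5.6 µM / Times: 25 °C, 15 min preincubation, 25 min reaction / Detection: Epi-absorbance via hydrolysed-nitrocefin quenching of white-plate fluorescence, 480/530 nm, EDTA stop / Evaluation: percent inhibition from optical density relative to buffer-blank wells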
NS3 helicase inh = inhibitors of HCV NS3 helicase, primary screen, biochemical, Cy5 molecular beacon fluorescence; Hepatitis C virus NS3 helicase; NS3 helicase DNA unwinding; inhibition, % at 10.9 µM; 290,000 compounds, 0.56% hits;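 active = inhibition above the mean of all tested compounds plus 3 SD, set per campaign, cut at about 35% in these data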;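 also: 0% = DMSO wells and 100% = thioflavine S control wells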
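Material: hepatitis C virus NS3 helicase domain fragment enzyme; measured by: Cy5 fluorescence, 0 and 60 min reads; control set: DMSO and thioflavine S; incubation: 60 min unwinding reaction at 25 °C after ATP addition; read-out basis: % inhibition from 60/0 min fluorescence ratio, DMSO 0%, thioflavine S 100%; repeats: singlicate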
UBC9 SUMO inh = inhibitors of in vitro SUMOylation cascade, primary screen, biochemical, HTRF, uHTS; SUMO-conjugating enzyme UBC9 (Homo sapiens), P63279; HTRF SUMOylation assay, SAE1/SAE2 + UBC9; inhibition, % at 35 µM; 290,000 compounds, 0.36% hits; in the data active = inhibition above about 50%, passing the limit was not always enough; also: strong numbers were not always called active
CRFBP-R2 block = antagonists of CRF-BP/CRF-R2 complex, primary screen, cell-based, HEK293, calcium dye fluorescence, uHTS; CRF-induced calcium fluorescence; inhibition, % at 11.8 µM; AID 588475, 2011; 350,000 compounds, 0.59% hits;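 active = inhibition of the ligand-induced calcium signal above about 50% at the single tested concentration, limit read from the data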
IDE cell inh = human IDE inhibitors in live cells, primary screen, fluorescence polarization, HEK cells, FAbetaB substrate; Insulin-degrading enzyme (Homo sapiens), P14735; FAbetaB cleavage; inhibition, % at 5.59 µM; 320,000 compounds, 0.41% hits; AID 434962, 2010;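 active = percent inhibition above the average of all tested compounds plus 3 SD, set per screening campaign, cut at about 16% in these data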;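 also: IDE supplied by intact live HEK cells; FP after avidin binding of uncleaved biotin substrate so inhibition keeps polarization high; 0% = DMSO wells and 100% = 60 µM reference IDE inhibitor Ii1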
Target sequence (P14735 whole entry, looked up): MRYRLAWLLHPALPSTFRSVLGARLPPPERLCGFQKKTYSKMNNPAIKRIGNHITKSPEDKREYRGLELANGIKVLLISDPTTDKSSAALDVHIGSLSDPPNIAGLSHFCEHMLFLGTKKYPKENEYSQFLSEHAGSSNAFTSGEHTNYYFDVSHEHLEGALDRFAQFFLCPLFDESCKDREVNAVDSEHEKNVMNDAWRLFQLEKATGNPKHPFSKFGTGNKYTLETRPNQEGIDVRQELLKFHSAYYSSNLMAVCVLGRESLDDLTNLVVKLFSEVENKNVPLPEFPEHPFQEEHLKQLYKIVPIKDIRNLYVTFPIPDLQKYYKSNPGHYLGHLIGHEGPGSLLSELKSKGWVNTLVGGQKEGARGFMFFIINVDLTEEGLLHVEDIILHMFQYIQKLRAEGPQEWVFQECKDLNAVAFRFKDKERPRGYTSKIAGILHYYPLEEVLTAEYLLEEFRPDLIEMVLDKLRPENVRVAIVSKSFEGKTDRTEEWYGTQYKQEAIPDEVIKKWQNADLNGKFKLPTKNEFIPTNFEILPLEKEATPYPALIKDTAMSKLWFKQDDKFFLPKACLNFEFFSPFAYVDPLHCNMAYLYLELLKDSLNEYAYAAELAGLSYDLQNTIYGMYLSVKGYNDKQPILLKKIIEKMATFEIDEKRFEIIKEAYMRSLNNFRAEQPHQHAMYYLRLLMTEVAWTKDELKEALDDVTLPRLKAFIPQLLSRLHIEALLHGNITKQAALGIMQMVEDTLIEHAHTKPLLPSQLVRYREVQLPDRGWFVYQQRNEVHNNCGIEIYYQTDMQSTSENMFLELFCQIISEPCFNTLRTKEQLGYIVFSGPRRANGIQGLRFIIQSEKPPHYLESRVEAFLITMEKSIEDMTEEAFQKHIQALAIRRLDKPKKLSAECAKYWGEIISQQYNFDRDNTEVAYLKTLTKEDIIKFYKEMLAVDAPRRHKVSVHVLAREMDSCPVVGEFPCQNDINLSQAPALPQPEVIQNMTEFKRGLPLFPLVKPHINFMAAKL
VIM-2 inh = VIM-2 metallo-beta-lactamase inhibitors, primary screen, biochemical, epi-absorbance readout, Pseudomonas aeruginosa enzyme. purified VIM-2, nitrocefin hydrolysis, epi-absorbance fluorescence. inhibition, % at 5.6 µM. 290,000 compounds, 0.89% hits;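 active = inhibition above the mean of all tested compounds plus 3 SD, cutoff set per screening run, cut at about 7.5% in these data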;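 also: red hydrolysis product quenches plate fluorescence so inhibitors raise well fluorescence; 0% = enzyme with DMSO and 100% = DMSO without enzyme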
IDE cell activ = human IDE activators in live cells, primary screen, fluorescence polarization, HEK cells, FAbeta-B substrate | Insulin-degrading enzyme (Homo sapiens), P14735 | FAbeta-B cleavage; 0% vehicle, 100% cell-free pure enzyme wells | activation, % at 5.96 µM | 340,000 compounds, 0.073% hits | AID 493087, 2011;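 active = activation above the mean of all tested compounds plus 3 SD, set per screening campaign, cut at about 17% in these data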
GalR3 antagonist = GalR3 antagonists in HEK293 cells, primary screen, cell-based, fluorescence readout; Galanin receptor type 3 (Homo sapiens), O60755; HEK293 GalR3-CNG cAMP membrane potential fluorescence; galR3 body fused to GalR1 C-terminus; inhibition, % at 3 µM; 360,000 compounds, 0.44% hits; AID 651719, 2012;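 active = inhibition above the screen-wide average plus 3 SD, cut at about 13% in these data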;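 also: forskolin and galanin both at EC90 stimulate the cells; cAMP rise reported by CNG channel membrane potential dye signal; 0% = forskolin plus galanin with DMSO and 100% = forskolin alone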
The depositor's hits bear a star; x = not tested or not shown. An unsorted share of the library (roughly 3.2% active in at least one column).

SMILES	pCIP destab	IMP-1 inhibitor	NS3 helicase inh	UBC9 SUMO inh	CRFBP-R2 block	IDE cell inh	VIM-2 inh	IDE cell activ	GalR3 antagonist
Cc1nn(C)c(C)c1S(=O)(=O)NC1CCCC1	1.6	0.6	9.8	-18.2	4.3	9.9	-1.7	2.1	0.6
CSc1ccccc1NC(=O)CN(C)C(=O)c1ccc2c(c1)OCCO2	6.5	-0.2	9.2	-5.1	-8.3	1.3	0.6	3.8	-0.6
COCCNC(=O)C(NC(=O)C1CCCCC1)C(C)C (stereo not drawn)	1.3	-2.3	3.2	10.6	4.0	6.9	-3.6	-2.2	-1.2
Cc1ccc(NC(=O)COC(=O)CNC(=O)c2ccc3ccccc3c2)c([N+](=O)[O-])c1	7.9	-2.4	-17.7	-20.7	-23.0	2.7	1.2	-0.5	-3.1
O=C(O)c1ccc(NS(=O)(=O)c2cc(Cl)ccc2Cl)cc1	-14.1	-1.2	3.0	-2.5	4.7	0.0	-1.0	3.7	-0.4
CC(=O)c1cccc(Oc2cc(NN3CCCCC3)c([N+](=O)[O-])cc2[N+](=O)[O-])c1	-7.6	-2.2	-9.3	7.7	7.0	-0.8	-0.7	2.2	-1.2
Clc1cc(Cl)cc(C2=NCCC(c3ccccc3)O2)c1 (stereo not drawn)	-3.4	-2.1	-36.0	21.8	x	5.5	-1.1	x	x
Cc1ccc(-c2ncccc2OC(=O)C23CC4CC(CC(C4)C2)C3)cc1	-7.5	-2.3	-6.1	-2.9	-19.6	-0.7	-0.5	3.0	-4.5
Cc1ccc(-n2c(=O)c(C#N)cc3c(=O)n4ccccc4nc32)cc1C	-13.2	-5.2	2.3	23.5	-2.4	2.9	-3.9	6.8	-5.4
CCOC(=O)N1CCN(C(=O)c2cn(C)c3ccc(S(=O)(=O)N(C)C4CCCCC4)cc3c2=O)CC1	-4.6	-1.4	-4.8	0.9	3.8	0.7	-2.6	1.0	-8.6
Cc1cccc2c1CC(C)(C)N/C2=C\C(N)=O	11.6	-1.8	0.9	0.6	-11.8	9.0	0.2	4.6	-3.0
COc1c(OC(C)=O)c(=O)n2c3ccccc3c3ccnc1c32	x	x	x	x	10.2	3.8	x	-18.6	-8.9
CCOC(=O)Cn1nc(C)n(-c2ccc(Cl)cc2)c1=O	-10.4	-2.5	9.4	14.7	-9.3	-2.1	-3.7	1.3	-0.7
COc1ccc(CNC(=O)CC23CC4CC(CC(C4)C2)C3)cc1OC	-9.2	-0.6	-3.4	-8.6	-1.8	-2.4	0.0	6.3	-7.8
CN(C(=O)C1CCN(S(=O)(=O)c2ccccc2[N+](=O)[O-])CC1)C1CCCCC1	x	x	x	x	-5.9	4.9	x	-3.4	-5.0
Cc1ccc(-c2nc3ncccn3c2Nc2ccccc2C)o1	-2.0	-0.6	-10.9	28.6	-14.1	4.3	0.1	-1.7	-1.9
Cc1cccc(C)c1NC(=O)C(c1ccc(Cl)cc1Cl)N1CCCCC1 (stereo not drawn)	2.1	-3.2	6.1	-8.1	-32.7	1.6	-3.2	4.4	2.1
CC(C)(C)OC(=O)NCCCCCNC(=O)c1[nH]cnc1C(=O)Nc1ccccc1	x	x	x	x	-4.2	-2.2	x	0.5	-6.7
CCOc1ccc(NC(=O)CCC(=O)N/N=C/c2ccc([N+](=O)[O-])s2)cc1	-3.0	0.0	0.2	10.1	14.1	-2.7	1.4	-6.0	-7.2
O=C(Nc1cccc(S(=O)(=O)N2CCCCC2)c1)c1cc2ccccc2o1	x	x	x	x	-12.5	1.0	x	5.0	-8.5
Cc1cc(Br)ccc1SCC(=O)NCC(c1ccco1)N1CCCCC1 (stereo not drawn)	x	x	x	x	-11.4	-5.8	x	2.0	-5.1
CCn1c(=O)n(CC)c2cc(N3CCCC3)c(NC(=O)c3ccccc3)cc21	3.0	-1.4	0.8	19.0	6.5	1.9	0.9	-1.1	1.8
CCOC(=O)C1CCCN(c2c(NCCN3CCCCC3C)c(=O)c2=O)C1 (stereo not drawn)	-13.1	2.1	14.0	14.3	9.0	1.7	-4.2	4.8	-1.6
C=CCc1cccc([C@@H]2[C@@H](C)CC[C@H]3C(=O)N4[C@@H](c5cc(OC)c(OC)c(OC)c5)c5[nH]c6ccccc6c5C[C@H]4C(=O)N23)c1	0.3	0.9	6.9	-15.5	x	2.3	0.5	x	x
CCC1CCCCN1CCCNC(=O)Cn1ncc2c([nH]c3ccc(C)cc32)c1=O (stereo not drawn)	1.9	-2.8	-16.6	5.2	-6.3	-3.3	-4.2	-5.3	x
Cc1cccc(NC(=O)c2cc(-c3cc(C)ccc3O)n[nH]2)c1	2.3	0.3	0.4	11.9	8.7	3.3	-0.1	2.2	-5.0
O=C(c1nc(-c2ccccc2)n(-c2ccccc2)n1)N1CCN(S(=O)(=O)c2ccccc2)CC1	-39.8	-1.1	-11.0	-1.0	-2.4	0.8	0.3	-2.8	-3.0
O=C(O)C1CCC(NSc2ccccc2[N+](=O)[O-])CC1 (stereo not drawn)	-15.9	-1.5	7.5	6.8	-14.3	-4.4	-1.2	8.9	4.0
COC(=O)C1=C(C)N(Cc2ccco2)C(=O)N[C@@H]1c1cccc(C(F)(F)F)c1	-16.7	-2.1	-1.5	21.0	x	7.3	-1.0	-2.8	x
CCc1ccc(-c2cc(C(=O)NCCCn3ccnc3)c3ccccc3n2)s1	3.9	-2.1	-19.5	42.6	x	8.7	-0.5	x	x
CCCCOc1ccc(C(=O)N/C(=C/C=C/c2ccccc2)C(=O)NC)cc1	-8.7	-2.9	-9.2	-11.8	-7.6	2.6	-1.7	4.8	-6.6
COc1cccc(-n2cc(-c3ccc(F)cc3)[nH]c2=S)c1	7.2	-1.5	1.7	-7.1	-4.9	5.9	-5.1	-6.5	-5.8
CCOc1cc(NS(=O)(=O)c2ccc(OC)cc2)c(OCC)cc1NC(=O)c1ccco1	-9.5	-2.8	3.7	-24.8	21.7	-6.8	0.1	-2.5	-3.1
COc1cc([N+](=O)[O-])ccc1NC(=O)C[n+]1cccc(C(C)=O)c1	-5.9	-0.2	-5.4	13.6	-1.2	0.9	-1.4	-5.1	-8.4
Cc1cccc(NC(=O)CSc2nc3c([nH]c4ccccc43)c(=O)n2C)c1	-14.7	-2.0	5.7	38.8	8.1	-1.4	-2.6	0.0	-0.4
O=C(Nc1ccc(N2CCOCC2)c([N+](=O)[O-])c1)c1ccco1	0.3	-2.6	6.1	7.3	-12.2	-0.3	-5.2	0.0	-4.9
CCOc1cccc(-c2nnc3n2N=C(c2cc(OC)ccc2OC)CS3)c1	-14.2	-2.2	1.1	21.6	16.1	-5.8	-1.7	3.6	5.4
CCCCCCn1c(SCC(=O)Nc2cc(C)on2)nc2ccccc2c1=O	-17.9	-0.9	1.4	-1.0	-25.6	3.9	-1.9	10.7	-7.1
COc1ccc(CN2CN(C3CCCC3)CSC2=S)cc1	-1.0	-1.1	2.6	24.9	1.4	3.9	-0.1	2.7	1.7
COc1ccc(N2CCN(CC(=O)Nc3cc(C)cc(C)c3)CC2)cc1	2.2	-1.5	4.5	-2.7	3.5	-3.7	1.1	1.1	-9.6
CCOc1ccc(/C(CCC(=O)O)=N/NC(=O)c2cccc(S(=O)(=O)Nc3ccccc3OC)c2)cc1	x	x	x	x	10.1	6.0	x	-1.1	-6.6
CCOc1ccccc1NC(=O)Cn1nnc(C(=O)Nc2ccccc2Cl)c1N	-1.5	-2.3	-9.6	-13.5	-2.2	x	-1.4	3.4	-2.8
Cc1ccc2c(c1C)NC(=O)CC(c1ccccc1O)=N2	13.6	-4.4	-19.1	39.2	-12.6	10.4	-0.5	-1.7	6.1
COc1ccc(-c2nnc(SCC(=O)c3cccs3)o2)c(OC)c1	-11.6	-1.3	-3.0	-3.2	-31.9	-0.2	2.0	2.7	-11.0
CCOc1cc(/C=N\NC(=O)Cn2nnc3ccccc32)ccc1O	-10.2	-1.3	-9.0	-13.7	-0.3	2.9	-0.7	0.2	-3.5
COC(=O)c1oc2ccc(Cl)cc2c1NC(C)=O	2.8	0.9	4.9	-1.7	14.7	-1.8	-0.3	3.3	-2.5
O=C(Nc1ccc(F)c(Cl)c1)Nc1csc2ccccc12	-6.7	-3.3	-2.1	-0.5	12.9	-6.8	-0.4	3.6	-4.2
COc1ccc(-c2nc(C#N)c(NC(C)C)o2)cc1	-1.1	-2.5	2.4	19.3	11.9	-3.8	-0.1	0.6	-3.5
Cc1nc2oc3ccccc3c(=O)c2cc1C(=O)O	8.5	-1.1	-10.0	8.4	11.0	-5.7	-0.9	-3.4	-5.6
O=[N+]([O-])c1ccc(-n2nnnc2CN2CCOCC2)cc1	12.4	-2.4	0.5	-0.3	-3.8	-7.0	-1.9	-0.6	-3.5
CCSc1ccc2nnc(-c3cccs3)n2n1	-5.4	-2.2	-11.2	36.0	-33.6	2.7	16.7*	5.8	-4.0
Cc1cccc(NC(=O)[C@@H]2CCCN2C(=O)OC(C)(C)C)c1	3.4	-2.4	-6.4	-13.0	0.8	1.8	-3.7	5.4	-8.0
COc1ccc(NC(=O)CN(C)C(=O)C(CCSC)NC(=O)c2ccccc2)cc1 (stereo not drawn)	10.3	-1.2	-27.1	0.3	1.8	0.8	-3.2	3.7	-8.1
COc1ccc(C(C)=O)c(Oc2ccc(S(=O)(=O)N3CCOCC3)cn2)c1	x	x	x	x	-4.5	3.3	x	5.0	-3.7
COc1ccc(NC(=O)CN2C(=O)/C(=C3\SC(=S)N(CCC(=O)O)C3=O)c3ccccc32)cc1	-1.2	0.6	27.9	45.3	5.3	4.3	-3.2	0.8	x
O=[N+]([O-])c1cc([N+](=O)[O-])c2c(=Nc3ccccc3)n(-c3ccccc3)n(O)c2c1	-16.6	-0.8	20.6	28.6	7.3	2.4	-2.2	-0.6	1.5
Cc1cc2c(=O)[nH]c(Cc3ccccc3)nc2s1	1.5	-1.9	3.0	-11.1	-1.1	-4.1	-2.1	4.1	-0.1

Assay outcomes (PubChem BioAssay)
